Assay outcomes as filed in PubChem BioAssay.
Bim-Bcl-B – inhibitors of Bim-Bcl-B interaction, human | Q9HD36 | bead-based flow cytometry, Bim peptide-Bcl-B binding | inhibition, % at 10 µM | actives 0.073% (n = 190,000);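 further: 0% = tracer peptide without compound and 100% = reference inhibitor peptide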
Target sequence (Q9HD36 whole entry, looked up): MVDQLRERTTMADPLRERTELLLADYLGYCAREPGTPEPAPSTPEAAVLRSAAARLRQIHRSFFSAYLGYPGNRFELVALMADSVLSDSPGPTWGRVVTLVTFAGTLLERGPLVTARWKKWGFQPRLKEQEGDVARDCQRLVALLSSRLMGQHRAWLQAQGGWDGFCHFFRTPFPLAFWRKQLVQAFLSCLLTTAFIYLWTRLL
Bim-Bcl-W – disrupts Bim peptide binding to human Bcl-W; actives 0.02% (n = 190,000); Q92843; bead-based flow cytometry; inhibition, % at 10 µM;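 further: 0% = bound tracer without compound and 100% = peptide blocker; higher means less fluorescent Bim peptide bound to Bcl-W beads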
Target sequence (Q92843 whole entry, looked up): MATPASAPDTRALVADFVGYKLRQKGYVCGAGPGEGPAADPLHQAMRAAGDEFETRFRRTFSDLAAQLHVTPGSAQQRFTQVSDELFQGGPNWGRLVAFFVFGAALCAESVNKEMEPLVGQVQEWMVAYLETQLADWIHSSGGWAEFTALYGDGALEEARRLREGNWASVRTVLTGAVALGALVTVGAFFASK
Bim-Bcl-XL – disrupts Bim peptide binding to human Bcl-XL; bead flow cytometry, fluorescence; actives 0.04% (n = 190,000); Q07817; inhibition, % at 10 µM
Target sequence (Q07817 whole entry, looked up): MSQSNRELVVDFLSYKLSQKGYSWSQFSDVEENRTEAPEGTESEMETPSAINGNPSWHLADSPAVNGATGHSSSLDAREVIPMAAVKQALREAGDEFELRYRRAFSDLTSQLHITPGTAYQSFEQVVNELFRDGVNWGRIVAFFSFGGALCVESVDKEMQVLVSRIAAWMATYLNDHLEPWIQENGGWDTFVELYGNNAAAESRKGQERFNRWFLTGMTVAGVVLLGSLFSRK
RGS8-Gao – modulates binding of RGS8 to human Galphao. P09471. actives 0.34% (n = 220,000). AID 1423. multiplexed bead flow cytometry; actives lie on both sides. response (percent of control binding), % at 10 µM; in the data active means response below about 60% or above about 140%; inactive means in between;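 further: Galphao activated as the GDP aluminium fluoride complex binding bead-coupled RGS8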
Bim-Bfl-1 – human Bim-Bfl-1 interaction inhibition; inhibition, % at 10 µM; Bead-based flow cytometry, Bim-Bfl-1 binding inhibition; actives 0.12% (n = 190,000); Q16548;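 further: 0% = wells without compound plus tracer and 100% = blocker peptide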
ABCG2 inh – inhibitors of human ABCG2 transporter, ABCB1 counter-screen | Q9UNQ0 | inhibition, % at 6.6 µM | actives 0.1% (n = 190,000) | IgMXP3 cells, JC-1 efflux, flow cytometry | AID 1325;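 active means inhibition above 80%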;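 further: 0% = DMSO and 100% = nicardipine control wells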
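test system = two drug-resistant human cell lines, ABCG2 and ABCB1 | amount = 3 million cells/mL final, two lines in 1:1 ratio | reagent = JC-1 transporter substrate | doses = one concentration, 6.6 µM final | incubation = 10 min at 25 °C | signal = flow cytometric JC-1 green MFI at 530 nm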
Mcl-1 Bim block – inhibitors of Bim-Mcl-1 interaction, human | Q07820 | Bead-based flow cytometry, Bim peptide-Mcl-1 binding | inhibition, % at 10 µM | actives 0.1% (n = 190,000);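 further: 0% = no compound tracer wells and 100% = peptide blocker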
Target sequence (Q07820 whole entry, looked up): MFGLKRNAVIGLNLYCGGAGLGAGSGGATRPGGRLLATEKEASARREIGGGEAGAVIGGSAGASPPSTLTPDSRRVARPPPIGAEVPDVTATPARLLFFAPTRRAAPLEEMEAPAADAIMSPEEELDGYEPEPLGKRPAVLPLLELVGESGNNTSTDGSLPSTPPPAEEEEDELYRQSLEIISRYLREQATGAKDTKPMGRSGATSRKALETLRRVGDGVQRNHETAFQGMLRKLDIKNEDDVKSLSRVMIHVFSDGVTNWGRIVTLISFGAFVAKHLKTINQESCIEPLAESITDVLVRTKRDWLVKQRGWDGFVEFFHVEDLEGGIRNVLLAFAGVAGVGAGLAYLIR
RGS4-Gao reg – human RGS4-Galphao interaction regulation. Multiplexed bead flow cytometry, RGS4-Galphao binding; actives lie on both sides. binding response (% of control), % at 10 µM. actives 0.33% (n = 220,000). AID 1415; in the data active means binding response below about 49% or above about 150%; inactive means in between;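 further: fluorescent Galphao activated with aluminum fluoride binding bead-coupled RGS4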
ABCB1 inh – blocks JC-1 efflux by human ABCB1 transporter; inhibition, % at 6.6 µM; actives 0.067% (n = 190,000); CCRF-Adr cells, flow cytometry; AID 1326; P08183; in the data active means inhibition above about 40%;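 further: 0% = vehicle and 100% = reference inhibitor; higher value means more JC-1 retained so stronger ABCB1 efflux block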
RGS7-Gao reg – modulates binding of RGS7 to human Galphao. Multiplexed bead flow cytometry; actives lie on both sides. binding response (% of control), % at 10 µM. AID 1439. actives 0.35% (n = 220,000); in the data active means binding response below about 49% or above about 150%; inconclusive means no clear call, values can overlap the other calls; inactive means in between;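 further: fluorescent Galphao held in activated GDP-AlF4 state binding bead-coupled RGS7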
Bcl-2 Bim block – disrupts Bim peptide binding to human Bcl-2 | P10415 | Bead-based flow cytometry, Bim peptide-Bcl-2 binding | inhibition, % at 10 µM | actives 0.06% (n = 190,000) | AID 950; in the data active means inhibition above about 40%; inconclusive means no clear call, values can overlap the other calls;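 further: 0% = no compound wells with probe peptide and 100% = reference peptide inhibitor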
Numbers without * were called inactive; ? = inconclusive. Unless noted, no stated cut-off is given here; in the data, active means inhibition above about 40%.

SMILES	Bim-Bcl-B	Bim-Bcl-W	Bim-Bcl-XL	RGS8-Gao	Bim-Bfl-1	ABCG2 inh	Mcl-1 Bim block	RGS4-Gao reg	ABCB1 inh	RGS7-Gao reg	Bcl-2 Bim block
Cc1c(N(C(=O)Cc2cccs2)C2(C(=O)NC3CCCC3)CCCCC2)c(=O)n(-c2ccccc2)n1C	0	0	1	98	-2	5	1	98	0.7	101	0
O=[N+]([O-])c1cccc(S(=O)(=O)NCCCN2CCOCC2)c1	-4	-1	-4	92	0	12	0	99	1.1	98	-2
Cc1cccc2sc(NC(=O)C3CCN(S(=O)(=O)c4cc([N+](=O)[O-])ccc4Cl)CC3)nc12	-7	0	-5	102	-12	1	-8	100	0.4	100	-4
Cc1nc2sc(C(c3cccc(F)c3)N3CCCC(C)C3)c(O)n2n1 (stereo not drawn)	-6	-4	-9	101	-16	7	-6	101	-0.1	103	-13
O=C(c1ccc([N+](=O)[O-])s1)N1CCN(c2ccccc2)CC1	-10	-5	-7	98	-10	1	-6	99	0.5	99	-8
O=C(CC(SCCO)c1ccc2c(c1)OCO2)c1cccs1 (stereo not drawn)	-1	-2	0	101	0	1	-1	101	0.2	98	1
CC(C)Cc1cc(C(=O)NCCc2ccccc2)no1	7	6	3	100	-3	10	5	101	0.1	103	3
O=c1c2ccccc2ncn1CCOCCOc1cccc(Br)c1	-5	-5	-5	101	-2	1	-5	99	0.1	98	0
O=C1OC(/C(=C\NCc2ccccc2)[N+](=O)[O-])c2ccccc21 (stereo not drawn)	-5	-1	-1	98	-3	4	0	94	0.6	?	-1
CCN(CC)C(=O)c1cc2c(=O)oc3ccccc3c2s1	-12	-7	-10	103	-5	11	-7	103	1.2	100	-6
CON(C)S(=O)(=O)c1ccc2c(c1)NC(=O)C1CCCN21 (stereo not drawn)	-2	0	1	98	4	0	-2	96	0.2	97	0
O=C(c1cccs1)c1coc2ccc(O)c(CN3CCOCC3)c12	-3	3	-6	101	-9	2	0	100	0.8	96	-3
Cc1csc(NC(=O)c2nc3nccc(C)n3n2)n1	0	0	-2	80	5	1	4	81	-0.1	92	-2
CC1=C(C(=O)OCc2ccccc2)C(c2ccc(Cl)cc2Cl)NC(=O)N1CCCC(=O)O (stereo not drawn)	-2	0	-4	105	-2	7	0	103	0.5	103	0
COc1cccc(C2CC(=O)Nc3cc4c(cc32)OCCO4)c1OC(C)C (stereo not drawn)	-8	-7	-10	103	-8	11	-5	99	1.6	97	-5
Cc1ccc(CC(=O)NCc2ccc(Cl)cc2)cc1	-4	-3	-1	96	-7	1	-2	87	0.1	85	-5
CCOCC(=O)Nc1cccc(NC(C)=O)c1	-12	-2	-8	100	-15	0	-4	99	-0.8	98	-6
COc1ccccc1-c1cc(C(F)(F)F)nc(N2CCN(c3ccccc3)CC2)n1	0	0	0	98	0	2	2	96	0.4	95	3
Cc1noc(C)c1COc1ccc(C(=O)OC(C)C(=O)Nc2ccc(S(=O)(=O)N3CCOCC3)cc2)cc1 (stereo not drawn)	4	-1	-2	102	-9	3	-1	101	1.0	104	-7
COCCNC(=O)C(c1ccc(F)cc1)N(Cc1ccco1)C(=O)CCC(=O)Nc1nccs1 (stereo not drawn)	-8	0	-17	108	-13	7	-2	105	1.7	106	-8
Cc1ccc(-c2nnc(OCCN3CCOCC3)c3ccccc23)cc1	-10	-1	0	104	-10	6	-4	107	1.1	102	-7
CCC(c1nnnn1C1CCCC1)N(Cc1cccs1)Cc1cc2cccc(C)c2[nH]c1=O (stereo not drawn)	-12	3	-4	100	-11	6	-4	100	6.7	101	-9
CCOc1cc(/C=N/n2cnnc2)ccc1O	-2	0	-2	96	0	3	-2	98	0.1	98	-4
COc1ccc(C2N(c3ccc(F)cc3)C(=O)C3CCCN32)cc1 (stereo not drawn)	-5	0	-3	100	-11	-1	0	98	-0.8	97	-7
CC(=O)N1c2ccccc2C(C)(C)C2CCC(C)CC21 (stereo not drawn)	-2	-4	-2	101	3	-1	0	99	-0.2	101	5
Other structures follow.
SMILES	Bim-Bcl-B	Bim-Bcl-W	Bim-Bcl-XL	RGS8-Gao	Bim-Bfl-1	ABCG2 inh	Mcl-1 Bim block	RGS4-Gao reg	ABCB1 inh	RGS7-Gao reg	Bcl-2 Bim block
Cc1ccc(Cn2c(SCC(N)=O)nc3c2c(=O)n(C)c(=O)n3C)cc1	-10	-4	-4	100	-20	7	-2	100	0.1	105	-19
O=C(Cc1ccccc1)Nc1scc(-c2ccccc2)c1C(=O)N1CCOCC1	-1	0	1	102	0	-2	0	102	-0.7	107	0
CC(=O)Nc1ccc2nc(C3CC3)n(Cc3ccc(Cl)cc3)c(=O)c2c1	-4	0	-2	95	-3	18	0	93	2.4	87	-2
CCOC(=O)CCc1c(C)n[nH]c1C	-5	-1	-3	100	-1	-1	-4	102	-0.2	99	0
O=C(O)c1cc(NS(=O)(=O)c2ccc(NC3CCCCC3)c([N+](=O)[O-])c2)cc(C(=O)O)c1	-3	-1	-1	101	-5	2	0	102	0.2	100	-3
CCOC(=O)c1ccc(S(=O)(=O)Nc2cc(C(C)(C)C)no2)cc1	-12	0	-3	103	-14	-2	-4	96	-0.6	95	-13
COc1ccccc1NC(=O)C1CCCN(S(=O)(=O)c2cccc3nsnc23)C1 (stereo not drawn)	-1	-2	-5	99	-3	4	-2	106	1.5	100	0
CCCCn1c(=S)[nH]c2c(oc3ccc(Cl)cc32)c1=O	-9	-5	-7	5.1*	1	-2	-5	-5.2*	-0.8	7.1*	2
CCOc1ccc(CN2CCN(Cc3nc(C(C)C)cs3)CC2CCO)cc1 (stereo not drawn)	-4	-4	-3	100	-7	0	1	100	1.2	102	-3
Cc1ccc(NS(=O)(=O)c2ccc3[nH]c(=O)sc3c2)cc1	-2	1	2	104	0	3	0	103	0.8	101	0
Cn1c(=O)c2c(nc(NCc3cccnc3)n2Cc2ccccc2Cl)n(C)c1=O	-7	-4	-8	100	-5	8	-4	98	7.3	?	-8
O=C(Nc1ccnc(-c2cccnc2)n1)c1ccc(Cl)c(Cl)c1	-2	1	-1	100	-12	18	3	99	-0.5	100	-6
O=C(O)c1cccc(COCC(F)(F)C(F)F)c1	-2	0	0	102	1	3	0	97	0.4	97	-1
Cc1cc2cc(C(c3nnnn3CC3CCCO3)N3CCCc4ccccc43)c(=O)[nH]c2cc1C (stereo not drawn)	-3	5	0	104	-4	1	1	104	0.5	104	-4
COc1ccc(N/N=C(\C=N\O)C(=O)c2ccc(OC)cc2)cc1	-7	-7	-4	90	-5	-1	-9	87	-0.3	90	0
CC1CCc2nn(CC(=O)NCc3ccc4c(c3)OCO4)cc2C1 (stereo not drawn)	-10	-5	-4	100	-6	4	-2	100	0.4	102	-7
Cc1cccn2c(CNC3CCCc4ccccc43)c(C(=O)N3CCCCC3)nc12 (stereo not drawn)	-7	1	0	98	-7	2	4	98	1.7	99	1
CCC(C(=O)OCC(=O)c1ccc2c(c1)NC(=O)CO2)c1ccccc1 (stereo not drawn)	-2	3	-1	100	-6	28	0	100	0.7	?	-5
O=[N+]([O-])c1ccccc1S(=O)(=O)n1cnc2ccccc21	0	-3	-2	98	4	1	-6	102	0.1	102	-2
CC(C)c1c(Cl)c(O)c(-c2ccccc2)c(=O)n1-c1ccc(F)cc1	-3	0	-4	101	0	-2	-1	100	-0.7	100	1
CC(C)COCc1ccc(O)c2ncccc12	-3	0	0	103	-7	2	0	97	0.6	99	0
O=C(O)c1c2c(nc3ccc(F)cc13)CCC2	3	-1	-4	76	3	3	-2	95	0.8	81	14
CN1/C(=C\C(=O)Nc2cccnc2)c2ccccc2CC1(C)C	4	2	2	119	7	19	0	114	-0.3	116	-1
O=C(Nc1ccc(N2CCN(C(=O)c3ccco3)CC2)cc1)C(c1ccccc1)c1ccccc1	0	1	-2	105	-2	8	-3	97	2.3	96	-3
O=C(NCCN1CCOCC1)c1cn(CCc2ccccc2)nn1	-7	-3	-15	102	-14	0	0	101	-1.7	98	-9
COc1ccc(-n2ncc3c(N4CCC(C(N)=O)CC4)ncnc32)cc1	-3	-3	-1	107	-2	20	-1	100	2.8	102	-2
CC(=O)Nc1ccc(NC(=O)Nc2ccc3c(c2)N(C)C(=O)CS3)cc1	-2	-2	-2	103	-2	-1	0	104	0.3	95	-1

In another format: results already given.
The line under a structure holds: Bim-Bcl-B	Bim-Bcl-W	Bim-Bcl-XL	RGS8-Gao	Bim-Bfl-1	ABCG2 inh	Mcl-1 Bim block	RGS4-Gao reg	ABCB1 inh	RGS7-Gao reg	Bcl-2 Bim block
CCOCC(=O)Nc1cccc(NC(C)=O)c1
    -12	-2	-8	100	-15	0	-4	99	-0.8	98	-6
O=C(Cc1ccccc1)Nc1scc(-c2ccccc2)c1C(=O)N1CCOCC1
    -1	0	1	102	0	-2	0	102	-0.7	107	0
Cc1nc2sc(C(c3cccc(F)c3)N3CCCC(C)C3)c(O)n2n1 (stereo not drawn)
    -6	-4	-9	101	-16	7	-6	101	-0.1	103	-13
COc1ccccc1NC(=O)C1CCCN(S(=O)(=O)c2cccc3nsnc23)C1 (stereo not drawn)
    -1	-2	-5	99	-3	4	-2	106	1.5	100	0
O=C(c1ccc([N+](=O)[O-])s1)N1CCN(c2ccccc2)CC1
    -10	-5	-7	98	-10	1	-6	99	0.5	99	-8
O=[N+]([O-])c1cccc(S(=O)(=O)NCCCN2CCOCC2)c1
    -4	-1	-4	92	0	12	0	99	1.1	98	-2

Limited to Bim-Bcl-B (two entries from above):
SMILES | Bim-Bcl-B
CN1/C(=C\C(=O)Nc2cccnc2)c2ccccc2CC1(C)C | 4
O=C(Nc1ccc(N2CCN(C(=O)c3ccco3)CC2)cc1)C(c1ccccc1)c1ccccc1 | 0

Printed as active in RGS4-Gao reg, of those listed so far:
| structure | Bim-Bcl-B | Bim-Bcl-W | Bim-Bcl-XL | RGS8-Gao | Bim-Bfl-1 | Mcl-1 Bim block | RGS4-Gao reg | ABCB1 inh | RGS7-Gao reg | Bcl-2 Bim block |
| --- | --- | --- | --- | --- | --- | --- | --- | --- | --- | --- |
| CCCCn1c(=S)[nH]c2c(oc3ccc(Cl)cc32)c1=O | -9 | -5 | -7 | 5.1* | 1 | -5 | -5.2* | -0.8 | 7.1* | 2 |

Not a hit list; 0.94% or so of the library scored in one or more.
